NTMT1 inh – Primary qHTS for Inhibitors of N-terminal methyltransferase 1 (NTMT1): MTaseGlo Assay | AID 1645870, 2021 | Potency, µM (titrated, usually from 114 µM), inactives show at the top dose activity change, negative = inhibition, most hits filed as inhibitors | N-terminal Xaa-Pro-Lys N-methyltransferase 1 (Homo sapiens), Q9BV86 | NTMT1 MTase-Glo SAH luminescence, purified enzyme | 59,000 tested, 2.5% active;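 also: potency is read from the fitted curve at half-maximal effect; plate controls were DMSO vehicle for no effect and no enzyme for full effect; nearly all actives have a fitted effect of over 65% in size; many of its hits are not listed in these tables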
p53null 39C kill – qHTS Screen for Compounds that Selectively Target Cancer Cells with p53 Mutations: Cytotoxicity of p53 Null Cells at the Nonpermissive Temperature; Potency, µM (top dose mostly 46.1 µM), inactives show top-dose activity, negative = cell killing, hits mostly cytotoxic; 55,000 tested, 0.97% active; H1299 p53-null (neo) cells, 39C, ATPlite viability, 24 h;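 also: potency is read from the fitted curve at half-maximal effect; 0% = DMSO only and -100% = full killing by 100 µM tamoxifen; nearly all actives have a fitted effect of over 50% in size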
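Temperature-shift cytotoxicity format: compound titrations on p53-null or A138V-expressing H1299 cells held 24 hr at 39C, cell ATP then measured, AC50 from Hill model.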
GALK inh – qHTS Assay for Inhibitors of Human Galactokinase (GALK): NCGC Sytravon Library Screen; AID 1347072, 2019; recombinant GALK, Kinase-Glo ATP luminescence, 1 h; Potency, µM (series often up to 57.5 µM), for the others: at the highest dose activity, negative = inhibition, usual class: inhibitors; 44,000 tested, under 10 active; P51570;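 also: plate controls were full GALK reaction for no effect and reaction lacking GALK for full effect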
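Compounds were pinned into ATP buffer, then GALK-galactose mix was added (final 5 nM enzyme, 35 uM ATP, 100 uM galactose, pH 8.0). After 1 h at room temperature, Kinase-Glo Plus was added and luminescence read.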
PTAP-TSG101 blk – qHTS Validation Assay for Inhibitors of HIV-1 Budding by Blocking the Interaction of PTAP/TSG101: Sytravon Library Screen; AID 1347069, 2019; Potency, µM (highest dose often 115 µM), without a hit: top-dose activity change, negative = inhibition, most hits filed as inhibitors; 44,000 tested, under 10 active; Fluorescence polarization, FITC-PTAP peptide/Tsg101, 20 min; also: potency is read from the fitted curve at half-maximal effect; 0% is about no effect
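Read-out is FITC fluorescence polarization. Compounds were added to Tsg101 binding domain (10 uM final), then FITC-PTAP peptide (50 nM final), 20 min at r.t. Total S+P intensity flags fluorescent compounds.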
B2AR arrestin ag – qHTS assay of beta-arrestin-biased ligands of beta2-adrenergic receptor: NCGC Sytravon Library Screen; Beta-2 adrenergic receptor (Homo sapiens), P07550; HTLA Tango cells, beta-arrestin recruitment, luciferase luminescence, 18 h; Potency, µM (highest dose often 46.1 µM), for inactives: at the top dose activation, actives largely listed as activators; 44,000 tested, under 10 active;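 also: potency is read from the fitted curve at half-maximal effect; 0% = DMSO and full agonism = EC100 isoproterenol or metaproterenol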
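Tango cells expressing recombinant beta2-AR and beta-arrestin were treated with compounds (up to 46 microM titration) in DMEM with 1% FBS for 18 hr at 37 degrees C. Beta-arrestin recruitment drove tTA-dependent luciferase, read by luminescence; curves were fitted and classed.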
p53null 32C kill – qHTS Screen for Compounds that Selectively Target Cancer Cells with p53 Mutations: Cytotoxicity of p53 Null Cells at the Permissive Temperature; H1299-neo p53 null cells, ATP luminescence, 24 h, 32C; Potency, µM (doses to about 46.1 µM), inactives show top-dose activity change, negative = cytotoxicity, most hits filed as cytotoxic; 55,000 tested, 0.62% active;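 also: potency is read from the fitted curve at half-maximal effect; 0% = DMSO only and -100% = full killing by 100 µM tamoxifen; nearly all actives have a fitted effect of over 55% in size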
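H1299-neo, 600 cells/well; overnight 37C; cpd up to 46 uM, 24 h at 32C; ATPlite luminescence after 20 min RT; normalized to DMSO (0%) and tamoxifen 100 uM (100% kill); Hill-fit AC50.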
FH mod – Identification of activators of human fumarate hydratase by quantitative high-throughput screening | 54,000 tested, 0.22% active | Fumarate hydratase, mitochondrial (Homo sapiens), P07954 | FH coupled MDH/diaphorase resazurin fluorescence, 15 min | Potency, µM (top dose mostly 79.9 µM), without a hit: at the top dose activity change, negative = inhibition, actives largely listed as inhibitors | AID 1347055, 2019; also: potency is read from the fitted curve at half-maximal effect; % is scaled to controls: 0 for no effect and ±100 for the full control effect; the screen sought activators but most active calls are inhibition curves; nearly all actives have a fitted effect of over 45% in size
Target sequence (P07954 whole entry, looked up): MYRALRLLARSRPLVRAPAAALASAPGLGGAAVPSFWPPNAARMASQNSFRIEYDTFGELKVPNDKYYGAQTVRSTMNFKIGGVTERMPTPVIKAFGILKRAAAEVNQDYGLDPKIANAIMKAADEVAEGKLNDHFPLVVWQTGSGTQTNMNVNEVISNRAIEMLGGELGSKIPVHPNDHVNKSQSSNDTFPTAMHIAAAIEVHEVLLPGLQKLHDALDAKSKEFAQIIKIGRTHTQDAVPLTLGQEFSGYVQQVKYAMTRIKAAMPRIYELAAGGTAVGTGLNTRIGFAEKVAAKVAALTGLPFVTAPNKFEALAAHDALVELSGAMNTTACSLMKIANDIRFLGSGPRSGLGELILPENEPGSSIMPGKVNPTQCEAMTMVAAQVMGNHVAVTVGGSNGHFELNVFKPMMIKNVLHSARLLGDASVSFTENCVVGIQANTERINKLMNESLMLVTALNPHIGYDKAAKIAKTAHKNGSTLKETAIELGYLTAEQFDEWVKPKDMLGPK
Numbers without * were called inactive; ? = inconclusive; / = no result given. Calls follow the shape of the dose curve; as a rule, active = well fitted curve in the direction sought with a large enough effect; inconclusive = small, poorly fitted or top-dose-only effect, or another doubt; inactive = no such curve, though single readings can be large; an effect the other way counts as inactive or inconclusive. A portion of the library; count on the stated rates, not on these rows.

SMILES	NTMT1 inh	p53null 39C kill	GALK inh	PTAP-TSG101 blk	B2AR arrestin ag	p53null 32C kill	FH mod
Cc1nc2c(-c3ccccc3)c(C)[nH]n2c(=O)c1Cc1ccc(Br)cc1	?	/	8.0%	0.0%	-0.1%	/	9.3%
Cc1cccc(N2CCN(C(=O)CCC(=O)NNc3nc4ccccc4c4nc(C)nn34)CC2C)c1 (stereo not given)	-4.5%	-21.7%	10.0%	-5.0%	1.1%	-9.9%	7.1%
O=C(CCCCCn1c(=O)c2sccc2n(CC(=O)Nc2cccc(Cl)c2)c1=O)NCc1ccc2c(c1)OCO2	2.3%	3.7%	-0.6%	-2.7%	-1.4%	9.4%	-2.6%
O=C(Cn1c(=O)n(Cc2ccco2)c(=O)c2oc3ccccc3c21)Nc1ccccc1	-27.4%	-0.3%	2.4%	0.9%	4.3%	-4.5%	-8.5%
O=C(CSc1nc2ccccc2n1Cc1cccc(Cl)c1)N1CCN(c2ccc(F)cc2)CC1	-2.2%	-16.9%	4.1%	-1.8%	0.4%	-8.2%	-28.5%
COc1ccc(-c2cn3cccnc3n2)cc1NC(=O)c1cc(C)cc(C)c1	?	-1.1%	1.1%	-0.9%	0.6%	2.1%	-21.3%
COc1ccc(Cn2c(SCc3ccc(C(=O)NC4CCCC4)cc3)nc3ccncc32)cc1	7.5%	-19.4%	-13.0%	-5.2%	-3.1%	1.9%	-6.6%
CCCCn1cnc2cc(NCc3ccccc3Cl)ccc21	-3.3%	?	-0.8%	-1.7%	0.0%	11.0%	?
CC(O)CNC(=O)C(=O)Nc1c2c(nn1-c1ccc(Cl)cc1)CSC2 (stereo not given)	-8.0%	11.9%	-2.1%	1.2%	-2.7%	-5.4%	-1.1%
COc1ccc(CC(=O)Nc2c(C(=O)N3CCN(c4ccccc4F)CC3)oc3ccccc23)cc1OC	1.0%	10.6%	-1.5%	-7.9%	-3.1%	3.6%	-20.7%
COc1cc(C(c2c(C)[nH][nH]c2=O)c2c(C)[nH][nH]c2=O)ccc1OC(=O)c1cccc(C)c1	11.8%	24.3%	3.0%	-6.6%	-1.8%	2.2%	?
Cc1cncn1CCc1nc2c3ccccc3nc(SCC(=O)Nc3cccc(Cl)c3)n2n1	-21.4%	?	-0.5%	-11.2%	-3.6%	?	?
COc1ccc(-n2nc3c(N4CCCC(C(=O)NCc5ccccc5C)C4)nnc(C)c3c2C)cc1 (stereo not given)	?	15.8µM*	-1.0%	1.4%	0.8%	?	-15.4%
COCCn1c(SCC(=O)Nc2ccc(F)c(Cl)c2)nc2c(oc3ccccc32)c1=O	79.4µM*	-16.3%	-2.5%	3.3%	-0.1%	-16.6%	-2.6%

Profiles as entered above. Values in the order: NTMT1 inh | p53null 39C kill | GALK inh | PTAP-TSG101 blk | B2AR arrestin ag | p53null 32C kill | FH mod
COc1cc(C(c2c(C)[nH][nH]c2=O)c2c(C)[nH][nH]c2=O)ccc1OC(=O)c1cccc(C)c1 is entered as 11.8% | 24.3% | 3.0% | -6.6% | -1.8% | 2.2% | ?
COCCn1c(SCC(=O)Nc2ccc(F)c(Cl)c2)nc2c(oc3ccccc32)c1=O is entered as 79.4µM* | -16.3% | -2.5% | 3.3% | -0.1% | -16.6% | -2.6%
Cc1cccc(N2CCN(C(=O)CCC(=O)NNc3nc4ccccc4c4nc(C)nn34)CC2C)c1 (stereo not given) is entered as -4.5% | -21.7% | 10.0% | -5.0% | 1.1% | -9.9% | 7.1%
Cc1nc2c(-c3ccccc3)c(C)[nH]n2c(=O)c1Cc1ccc(Br)cc1 is entered as ? | / | 8.0% | 0.0% | -0.1% | / | 9.3%

5 consecutive entries already listed, quoted:
SMILES	NTMT1 inh	p53null 39C kill	GALK inh	PTAP-TSG101 blk	B2AR arrestin ag	p53null 32C kill	FH mod
COc1ccc(Cn2c(SCc3ccc(C(=O)NC4CCCC4)cc3)nc3ccncc32)cc1	7.5%	-19.4%	-13.0%	-5.2%	-3.1%	1.9%	-6.6%
CCCCn1cnc2cc(NCc3ccccc3Cl)ccc21	-3.3%	?	-0.8%	-1.7%	0.0%	11.0%	?
CC(O)CNC(=O)C(=O)Nc1c2c(nn1-c1ccc(Cl)cc1)CSC2 (stereo not given)	-8.0%	11.9%	-2.1%	1.2%	-2.7%	-5.4%	-1.1%
COc1ccc(CC(=O)Nc2c(C(=O)N3CCN(c4ccccc4F)CC3)oc3ccccc23)cc1OC	1.0%	10.6%	-1.5%	-7.9%	-3.1%	3.6%	-20.7%
COc1cc(C(c2c(C)[nH][nH]c2=O)c2c(C)[nH][nH]c2=O)ccc1OC(=O)c1cccc(C)c1	11.8%	24.3%	3.0%	-6.6%	-1.8%	2.2%	?
